APJ agonist – agonists of human APJ apelin receptor | P35414 | CHO-K1 APJ PathHunter beta-arrestin, luminescence; 0% DMSO wells, 100% apelin | activation, % at 20 µM | hit rate 0.11% among 330,000;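 active means activation more than six SD over the plate average, tested at 20 µM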;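 further: 0% = DMSO alone and 100% = apelin-13 at 10 nM; some results filed as inactive read as strong as hits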
Target sequence (P35414 whole entry, looked up): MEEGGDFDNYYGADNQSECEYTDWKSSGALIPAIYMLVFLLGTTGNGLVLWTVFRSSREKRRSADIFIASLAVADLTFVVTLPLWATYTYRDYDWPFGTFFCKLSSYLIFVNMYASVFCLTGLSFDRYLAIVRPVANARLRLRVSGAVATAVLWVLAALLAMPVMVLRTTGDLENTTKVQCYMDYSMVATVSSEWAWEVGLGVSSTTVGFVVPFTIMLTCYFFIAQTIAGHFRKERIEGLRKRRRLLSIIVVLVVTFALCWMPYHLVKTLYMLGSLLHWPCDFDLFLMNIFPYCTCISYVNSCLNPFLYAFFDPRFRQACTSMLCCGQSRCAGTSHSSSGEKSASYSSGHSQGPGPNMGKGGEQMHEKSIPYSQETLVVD
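assay system = CHO-K1 APJ beta-arrestin complementation cell line | input = cell density 1000 per well | dosing = compound 20 µM once, DMSO 1% | timing = compound 90 min 25 °C, reagent 1 h | measured by = luminescence from split beta-galactosidase complementation, Galacton Star/Emerald II substrate | read-out basis = APJ agonist activity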
TIM10 inh – inhibits growth of TIM10 yeast strain. AID 463195. hit rate 1.4% among 330,000. S. cerevisiae TIM10 strain growth, BacTiter-Glo luminescence, 24 h. inhibition, % at 10 µM;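 active means inhibition of 40% or more at the single tested concentration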;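 further: wild-type TIM10 isogenic control strain grown at permissive 25 °C; 0% = DMSO yeast wells and 100% = minimal medium wells without yeast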
MPTP inh – permeability transition pore inhibition; isolated mouse mitochondria, Ca2+ swelling absorbance, 30 min; inhibition, % at 10 µM; hit rate 1.4% among 360,000; AID 602449;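 active means inhibition of 50% or more, scaled per plate between neutral and stimulator controls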;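 further: 0% = DMSO wells given calcium and 100% = 1 mM EGTA wells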
tim23-1 inh – tim23-1 yeast growth inhibition; S. cerevisiae tim23-1 growth, BacTiter-Glo luminescence, 24 h; inhibition, % at 20 µM; hit rate 1.3% among 330,000; AID 463212;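 active means growth inhibition of the mutant yeast at or above 50%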;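 further: temperature-sensitive mutant grown at 25 °C; plate controls were DMSO-treated mutant yeast for no effect and medium wells lacking yeast for full effect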
NLRP3 yeast inh – blocks the NALP3 inflammasome reconstituted in yeast. Yeast reconstituted NLRP3/ASC/caspase-1, beta-gal luminescence, 24 h. inhibition, % at 10 µM. hit rate 0.39% among 330,000;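 active means inhibition of 50% or more; inactive means inhibition below 50%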;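 further: plate controls were induced DMSO wells for no effect and uninduced yeast grown without galactose for full effect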
tim10-1 inh – inhibits growth of tim10-1 mutant yeast; S. cerevisiae tim10-1 ts strain growth, BacTiter-Glo, 24 h; inhibition, % at 20 µM; hit rate 2.2% among 330,000;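 active means inhibition of at least 40%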;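 further: mutant grown at 25 °C; 0% = DMSO wells with yeast and 100% = wells holding no yeast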
NR3A LBD binder – modulators (binders) of human NR3A ligand-binding domain | NR3A LBD differential scanning fluorimetry, Tm shift; 0% = protein alone, 100% = glycine-bound protein | Tm shift relative to glycine control, % at 25 µM | hit rate 2.5% among 340,000 | AID 1259313;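 active means melting temperature shift of at least 10% of the positive control shift, at one fixed dose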
APJ antag – APJ receptor antagonism; P35414; CHO-K1 APJ beta-arrestin complementation, luminescence; inhibition, % at 20 µM; hit rate 0.32% among 330,000;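 active means inhibition above about 40% at 20 µM, limit read from the data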;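 further: cells challenged with 10 nM apelin-13 agonist together with compound; plate controls were apelin-13 plus DMSO wells for no effect and DMSO wells lacking apelin-13 for full effect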
MIN6 prolif – MIN6 beta-cell proliferation induction | MIN6 cells proliferation, ATPlite luminescence, 48 h; cells starved in 0.2% serum; 100% = growth in 10% serum | proliferation, % at 10 µM | hit rate 0.29% among 330,000;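 active means compounds whose signal lies at least 3.5 SD above the mean of all wells on their plate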;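 further: 0% = DMSO-treated cells in low-serum medium and 100% = 10% serum control; some compounds called inactive have numbers as strong as hits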
* marks the source's active call; other numbers are inactive results; . = no result given.

SMILES	APJ agonist	TIM10 inh	MPTP inh	tim23-1 inh	NLRP3 yeast inh	tim10-1 inh	NR3A LBD binder	APJ antag	MIN6 prolif
CCC(C)N(C(=O)c1csnn1)C(C(=O)NC1CCCC1)c1ccccc1F (stereo not given)	-3.3	17.4	0.3	11.2	-2.6	14.7	-2.4	4.2	-0.4
N#Cc1c(-c2ccc(Cl)cc2)c2c([nH]c1=S)CCCC2	-0.7	17.1	-1.4	-1.6	1.2	11.9	-6.1	-28.1	-3.0
CC(=O)c1cc(C(=O)NC2CCCc3c2cnn3-c2cc(C)cc(C)c2)[nH]n1 (stereo not given)	0.3	17.7	1.7	27.8	8.6	21.2	-5.2	-4.8	-1.8
COCCN=c1scc(-c2cc(OC)c(OC)c(OC)c2)n1/N=C/c1c(C)[nH]c2ccccc12	1.1	22.4	4.1	21.4	10.3	21.5	2.5	4.2	0.0
Cn1c(-c2ccccc2)cnc1NCc1ccc(F)cc1	-5.2	0.7	0.7	2.8	9.4	4.4	-0.3	5.4	-4.2
CCOc1ccc(C(=O)NCc2ccncc2)cc1	-3.2	-3.3	-1.2	-11.8	18.2	0.1	0.0	-5.3	-0.8
CSc1nc(-c2ccc(Cl)cc2)c(C#N)c(=O)n1C	-2.5	17.1	0.4	5.1	-27.1	25.8	-0.9	19.1	1.6
O=[N+]([O-])c1cc(Br)c(OCc2nnc(-c3ccccc3)o2)c(Br)c1	3.8	14.1	18.1	6.3	20.1	7.4	1.8	-21.1	1.4
O=C(Nc1ccccc1N1CCN(C(=O)c2ccc(Cl)cc2)CC1)c1cc(Br)ccc1Cl	-0.6	22.7	2.5	34.6	11.8	39.4	0.5	-3.0	-3.1
COc1cccc(Cn2c(NCC(C)C)nc3c2c(=O)n(C)c(=O)n3C)c1	-3.1	4.4	2.9	28.4	8.2	35.4	0.5	-5.7	0.3
CCOC(=O)C1C(=O)C=C(/C=C/c2ccc(N(C)C)cc2)CC1c1ccccc1 (stereo not given)	-0.7	-0.6	6.2	18.5	13.2	7.7	-1.9	-5.0	-2.8
CC1CCCC(C)N1C(=O)CSc1nnc(CSc2ncccn2)n1C (stereo not given)	-1.2	-8.3	-1.0	6.0	0.8	15.6	-0.5	1.7	-1.0
CCOC(=O)C1CCN(C(=O)C(CC)c2ccccc2)CC1 (stereo not given)	-2.1	3.9	1.3	26.4	2.0	13.9	-1.2	9.1	1.0
CCCCn1c(SCC(=O)Nc2cc(C)on2)nc2c1c(=O)n(C)c(=O)n2C	-1.8	2.6	1.0	5.0	5.7	1.3	-0.8	-4.1	-2.5
Cc1ccc(C(=O)O)cc1NC(=S)NCCc1ccccc1	-3.8	-3.2	-2.1	-12.0	7.3	-5.7	0.2	21.5	0.0
CC1CCN(S(=O)(=O)c2cc(C(=O)N3CCN(c4ncccn4)CC3)ccc2Br)CC1	0.9	24.1	7.0	24.9	-4.7	16.0	2.6	13.2	0.0
Cn1c(=O)c2c(nc(NN=C3CCCC3)n2C)n(C)c1=O	-0.4	4.0	1.6	4.4	4.5	6.9	-1.4	0.9	1.2
CNS(=O)(=O)c1cc(NC(=O)CCNC(=O)c2ccco2)ccc1C	3.0	3.4	-0.3	13.5	14.9	0.1	-0.1	-5.0	1.6
CCc1ccc(OCC(=O)NNC(=O)c2ccc(NC(=O)C3CC3)cc2)cc1	-4.0	2.5	0.5	1.7	-6.1	7.4	-0.9	17.0	-1.3
C[C@@H]1O[C@@H](OC[C@@H]2O[C@H](Oc3c(-c4ccc(O)cc4)oc4cc(O)cc(O)c4c3=O)[C@@H](O)[C@H](O)[C@H]2O)[C@H](O)[C@H](O)[C@H]1O	-4.0	1.4	0.9	19.5	10.0	12.2	-0.6	12.9	-1.9
COc1ccc(/C(=N\O)c2ncc(C(F)(F)F)cc2Cl)cc1	-2.2	18.2	-4.5	36.2	-2.2	8.0	1.5	14.4	5.8
Cc1cccc(Nc2nc(N3CCCC3)nc(N3CCCC3)n2)c1	-4.4	13.8	2.7	19.8	17.0	34.1	3.2	11.9	-3.2
Cc1ccccc1OCCOCCN1CCCCCC1	-1.1	-8.3	-0.6	6.5	3.4	10.7	2.1	1.6	1.2
Cn1nc(C(F)(F)F)c(-c2ccccc2)c1NC(=O)c1cccnc1	0.9	6.9	3.1	5.8	7.6	-2.9	-0.7	-8.8	0.8
Cn1c(=O)c2c(nc(CN3CCc4ccccc4C3)n2Cc2ccc(F)cc2)n(C)c1=O	-0.7	28.2	-0.5	26.4	19.9	13.2	-0.8	10.7	-3.5
CCOC(=O)N1CCN(C(=O)c2cc(OC)c(OC)c(OC)c2)CC1	-1.2	9.8	-1.0	4.1	6.0	8.0	0.9	-8.6	-3.5
O=c1c2nnn(-c3ccc(Cl)cc3)c2ncn1Cc1ccccn1	-1.4	-21.2	-0.1	10.8	-5.4	-0.6	-1.1	-2.8	-4.8
COc1ccccc1C(=O)Nc1ccc2[nH]ncc2c1	-1.1	1.7	1.7	2.2	13.4	-1.1	5.2	-24.6	-1.3
Cc1cc(C)c[n+](C[n+]2cc(C)cc(C)c2)c1	0.5	2.8	-0.2	-6.1	-3.5	1.9	0.2	-4.2	3.4
CSC1=C(C#N)C(c2ccccc2Cl)C(C(=O)c2cccs2)C(O)(C(F)(F)F)N1 (stereo not given)	-0.1	-5.0	-13.1	26.9	13.1	30.8	-14.3	-13.7	0.0
COc1ccc(S(=O)(=O)Nc2ccc3c(c2)C(=O)N([C@H](C)CO)C[C@H](C)[C@@H](CN(C)C(=O)NC(C)C)O3)cc1	-0.8	0.1	1.6	-7.2	8.5	0.4	0.1	6.6	-1.4
Cc1ccc(C(NC(=O)c2ccccc2)C(Cl)Cl)cc1 (stereo not given)	-0.4	-4.8	4.6	-14.6	14.9	10.4	1.2	-2.7	0.1
CCN1CCN(Cc2nc3c(c(=O)[nH]c(=O)n3C)n2Cc2ccccc2Cl)CC1	-1.5	-10.5	-1.1	-0.6	26.4	-18.6	-1.2	11.2	-1.2
COc1cc(-c2nc(CCNC(=O)c3ccco3)cs2)cc(OC)c1OC	-2.5	14.6	0.2	32.5	16.0	21.2	0.1	8.6	-2.0
Cc1cc(S(=O)(=O)N2CCOCC2)ccc1OCC(=O)NCCN1CCOCC1	1.2	11.6	2.4	-4.3	0.2	0.8	-2.0	14.1	2.3
CCCC(=O)c1ccc(N2CCN(C(=O)OCC)CC2)c(F)c1	-4.2	5.4	1.7	15.2	27.0	4.3	0.6	-9.4	-3.2
CCOc1ccc(NC(=O)c2cccc(-n3cccc3)c2)cc1S(=O)(=O)N1CCOCC1	5.7	-23.9	-0.4	0.6	16.6	12.2	.	-10.9	-3.5
Cc1ccc(NCC(=O)N/N=C/c2ccc(-c3cccc(C(F)(F)F)c3)o2)cc1	0.7	19.2	2.3	26.1	-1.8	9.4	25.3*	8.7	-5.3
Cc1ccc(-c2nn(-c3ccc(F)cc3)cc2C(=O)NCC(c2cccs2)N2CCOCC2)cc1 (stereo not given)	-4.2	21.1	-0.1	-1.7	9.5	-12.1	-2.7	8.3	-6.3
O=C(COC(=O)c1cc2ccccc2oc1=O)Nc1ccc(F)cc1F	-1.6	-1.5	0.0	-8.6	-3.9	-20.9	-0.5	-15.4	-0.1
CC(C)CC(N=C1NC(C)(C)Cc2ccccc21)C(=O)O (stereo not given)	-3.9	3.0	-2.4	7.5	13.1	3.4	2.0	-2.2	-1.4
COc1ccc2c(c1)c(CC(=O)Nc1cc(C)ccc1C)c(C)n2C(=O)c1ccc(Cl)cc1	-1.6	1.7	11.8	7.1	9.4	2.1	-4.3	-24.0	-1.3
O=C(NCc1ccccc1)N1CCC(CO)(CCc2ccccc2)CC1	1.3	-8.1	-0.6	10.4	7.2	-0.2	-2.0	-2.1	1.2
CCOC(=O)N1CCC(N2CCN(S(=O)(=O)c3ccc(NC(C)=O)cc3)CC2)CC1	1.4	-1.7	-0.4	11.6	4.8	5.2	-0.7	16.0	-1.9
COC(=O)c1c(N(S(C)(=O)=O)S(C)(=O)=O)sc2c1CCN(c1ncc(C(F)(F)F)cc1Cl)C2	-6.3	17.9	1.4	18.0	10.9	25.4	0.4	12.3	-1.0
O=C1C=Cc2ccccc2/C1=C/c1[nH]c(=O)[nH]c1O	-1.2	9.1	1.6	16.7	12.3	18.8	-8.2	-14.6	-1.6
O=C(Oc1cccc2cccnc12)c1ccc(Br)o1	-0.5	1.8	-2.5	10.3	11.8	4.8	-5.1	5.4	1.4
COCc1c(C(=O)N/N=C/c2ccco2)nnn1-c1nonc1N	-0.9	5.9	-1.7	-7.6	9.6	-19.6	-1.3	11.1	-1.8
CC(CCc1ccccc1)NC(=O)CCCCCNc1nc(=S)[nH]c2ccccc12 (stereo not given)	-3.8	-8.4	.	7.1	3.9	10.8	.	-0.3	-2.8
CC(C)C1C(C#N)=C(N)Oc2n[nH]c(C(C)(C)C)c21 (stereo not given)	-1.2	-6.8	-0.7	-0.1	-17.2	1.4	1.8	5.9	-2.0
CCOC(=O)C1=C(C)Nc2ccccc2N=C1NC(=O)c1cc(C)on1	-0.1	0.7	-0.4	23.7	13.3	1.9	0.3	-40.0	-1.8
COc1ccccc1/C=C/CN1CCN(Cc2ccc(F)cc2)C(CCO)C1 (stereo not given)	-6.2	4.1	10.9	12.5	4.7	15.6	-0.9	-0.5	-3.0
Cc1ccc(CSC2=NCCN2C(=O)c2ccc(S(=O)(=O)N(C)C)cc2)cc1	-1.5	11.0	1.5	12.1	4.9	18.6	-1.8	10.8	-1.2
Cc1cc(S(=O)(=O)N2CCCCC2)ccc1OCC(=O)N1CCCC1	-4.9	3.2	0.3	7.9	6.5	4.7	-1.7	8.7	-3.0
CCOC(=O)c1nnn(-c2nonc2N)c1CNC(C)C	-4.1	-8.3	-2.4	2.2	13.4	5.7	-0.5	-5.9	1.2
Cc1nnc(SCC(=O)Nc2cc(S(=O)(=O)N3CCCC3)ccc2Cl)n1C1CC1	0.5	4.4	-1.3	8.4	6.8	10.4	1.4	-15.3	0.1
Fc1cccc(Nc2ncnc3sccc23)c1	3.0	5.3	-0.4	23.9	21.6	6.0	7.5	0.6	-1.2
CSCCC(NC(=O)COc1ccccc1)C(=O)N(C)Cc1cccc(F)c1 (stereo not given)	-3.3	-1.5	-0.2	10.2	24.8	3.9	1.1	5.8	7.8
COCCNC(=O)Cn1nc(-c2ccccc2)c2ccccc2c1=O	-3.4	5.2	1.5	8.1	17.0	11.3	1.8	-20.8	-2.6
CSc1nc(C)cc(SCC(=O)Nc2ccccc2)n1	-2.9	3.6	-0.3	16.1	25.4	9.1	-3.9	-22.8	-3.4
Cc1ccc(N2C(=O)Nc3ccccc3C2(O)C(=O)N2CCN(c3ccccn3)CC2)cc1C (stereo not given)	-0.6	10.3	6.0	10.8	-16.6	20.0	-1.5	-11.8	-3.4
O=C(CNC(=O)c1ccc(Cl)cc1)NCc1ccccn1	-0.5	3.7	-0.2	13.0	15.5	-15.7	1.2	5.6	-3.7

An excerpt from above in order of the MPTP inh value, ascending.
| Structure | APJ agonist | TIM10 inh | MPTP inh | NLRP3 yeast inh | tim10-1 inh | NR3A LBD binder | APJ antag |
| --- | --- | --- | --- | --- | --- | --- | --- |
| CC(C)C1C(C#N)=C(N)Oc2n[nH]c(C(C)(C)C)c21 (stereo not given) | -1.2 | -6.8 | -0.7 | -17.2 | 1.4 | 1.8 | 5.9 |
| Fc1cccc(Nc2ncnc3sccc23)c1 | 3.0 | 5.3 | -0.4 | 21.6 | 6.0 | 7.5 | 0.6 |
| CSc1nc(C)cc(SCC(=O)Nc2ccccc2)n1 | -2.9 | 3.6 | -0.3 | 25.4 | 9.1 | -3.9 | -22.8 |
